# Source: PubChem BioAssay
# DDE Tn6 FP inh – inhibitors of Tn6 peptide binding to fibrin DD(E), primary screen, biochemical, fluorescence polarization, human fibrin, Tn6 probe; Fibrin DD(E) TRITC-Tn6 fluorescence polarization displacement; inhibition, % at 8.3 µM; 370,000 compounds, 0.21% hits;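 active means inhibition above a per-campaign cutoff: mean of compounds within control limits plus 3 SD, cut at about 15% in these data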;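 further: 0% = median of all compound wells on the plate and 100% = blocking peptide control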
# Target sequence (P02675 whole entry, looked up): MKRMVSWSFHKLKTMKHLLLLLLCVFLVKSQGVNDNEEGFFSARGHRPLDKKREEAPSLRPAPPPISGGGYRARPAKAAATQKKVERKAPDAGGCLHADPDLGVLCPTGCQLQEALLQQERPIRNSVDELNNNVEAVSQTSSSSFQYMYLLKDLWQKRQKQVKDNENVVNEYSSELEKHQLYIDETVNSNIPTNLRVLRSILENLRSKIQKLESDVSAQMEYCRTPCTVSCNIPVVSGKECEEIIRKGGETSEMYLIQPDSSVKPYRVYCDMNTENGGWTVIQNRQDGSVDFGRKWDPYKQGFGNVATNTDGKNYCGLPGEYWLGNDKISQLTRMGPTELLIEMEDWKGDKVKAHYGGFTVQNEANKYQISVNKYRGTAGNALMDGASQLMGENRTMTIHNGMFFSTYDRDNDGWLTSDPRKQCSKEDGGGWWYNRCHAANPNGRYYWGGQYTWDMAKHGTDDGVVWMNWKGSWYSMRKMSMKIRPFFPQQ
# LEDGF integ inh – blockers of LEDGF/p75-dependent integrase strand transfer – biochemical, TR-FRET, high throughput, primary screen | 370,000 compounds, 0.64% hits | inhibition, % at 3.7 µM | TR-FRET IN-LEDGF/p75 DNA integration, Eu/Cy5 | AID 743269, 2014 | HIV-1 integrase (with human LEDGF/p75);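 active means inhibition above the screen-wide mean plus 3 SD, cut at about 13% in these data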;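 further: signal is the Cy5 over europium emission ratio at 671 and 618 nm; 0% = plate median of compound wells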
# PRMT1 inh – PRMT1 methyltransferase inhibitors, primary screen, biochemical, fluorescence polarization; 370,000 compounds, 1.3% hits; AID 652257, 2013; Protein arginine N-methyltransferase 1 (Homo sapiens), Q99873; inhibition, % at 2.79 µM; recombinant PRMT1, activity-based probe fluorescence polarization;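 active means inhibition above about 21% made by adding two undisclosed values, limit read from the data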
# SIAE inh – human SIAE inhibitors, primary screen, biochemical, fluorescence polarization, FP-Rh probe, 1536-well HTS; Sialate O-acetylesterase (Homo sapiens), Q9HAT2; SIAE FP-Rh probe binding; inhibition, % at 9.66 µM; 370,000 compounds, 0.69% hits;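 active means inhibition above a cutoff: mean of compounds within the control limits plus 3 SD of those, cut at about 17% in these data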;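 further: 0% = plate median of compound wells and 100% = probe without SIAE protein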
# Target sequence (Q9HAT2 whole entry, looked up): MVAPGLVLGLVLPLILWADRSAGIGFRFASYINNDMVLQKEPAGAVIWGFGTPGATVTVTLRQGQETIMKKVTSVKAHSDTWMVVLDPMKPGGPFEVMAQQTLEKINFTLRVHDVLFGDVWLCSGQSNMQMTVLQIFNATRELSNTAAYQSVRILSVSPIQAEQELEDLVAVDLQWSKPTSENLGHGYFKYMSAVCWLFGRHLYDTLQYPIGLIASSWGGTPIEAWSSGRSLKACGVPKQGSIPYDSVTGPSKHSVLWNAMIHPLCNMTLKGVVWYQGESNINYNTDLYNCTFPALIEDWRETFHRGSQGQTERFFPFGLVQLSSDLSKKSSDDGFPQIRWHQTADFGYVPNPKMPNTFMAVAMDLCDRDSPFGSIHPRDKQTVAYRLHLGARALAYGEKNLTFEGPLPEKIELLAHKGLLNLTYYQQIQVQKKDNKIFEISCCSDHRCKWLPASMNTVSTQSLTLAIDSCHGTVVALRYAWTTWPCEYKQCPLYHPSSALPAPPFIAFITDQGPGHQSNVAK
# DDE Tn7 FP inh – inhibitors of Tn7 peptide binding to fibrin DD(E), primary screen, biochemical, fluorescence polarization, human fibrin, Tn7 probe | Fibrinogen beta chain (Homo sapiens), P02675 | FP displacement of FITC-Tn7 peptide from fibrin DD(E); 0% = median of compound wells per plate | inhibition, % at 8.3 µM | 370,000 compounds, 0.13% hits | AID 720508, 2013;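 active means inhibition above the mean of compounds falling within the control limits plus 3 SD of them, cut at about 14% in these data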;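 further: 0% = plate median of compound wells and 100% = 10 µM Aha-Tn7 peptide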
#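 assay system = human clot-derived fibrin DD(E) complex | quantity = Fibrin-DD(E) at 2 µM final | timing = 10 min preincubation, 3 h with tracer, room temperature | signal = fluorescence polarization | measure = percent inhibition | benchmarks = high control wells with 10 µM unlabelled Aha-Tn7 peptide (full inhibition) | replicates = singlicate testing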
# MBD2 inh – inhibitors of MBD2 binding to methylated DNA, primary screen, biochemical, TR-FRET, DNA-binding domain, human; Methyl-CpG-binding domain protein 2 (Homo sapiens), Q9UBB5; 370,000 compounds, 0.31% hits; inhibition, % at 4.4 µM; MBD2 binding to methylated oligonucleotide; in the data active means inhibition above about 13%
# UHRF1 MBD2 ctr – UHRF1 methylated DNA binding inhibitors, primary screen, counter-screen for MBD2 inhibitor project, biochemical, TR-FRET, human UHRF1, single concentration; E3 ubiquitin-protein ligase UHRF1 (Homo sapiens), Q96T88; 370,000 compounds, 0.75% hits; inhibition, % at 4.4 µM; UHRF1 binding to methylated oligo; in the data active means inhibition above about 21%;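 further: UHRF1 SRA domain binding a hemimethylated CpG hairpin DNA probe; 0% = median of test compound wells and 100% = reference inhibitor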
# KLK7 zymogen act – proKLK7 zymogen activators, primary screen, biochemical, fluorescence intensity; 370,000 compounds, 0.9% hits; Kallikrein-7 (Homo sapiens), P49862; purified proKLK7, EDANS-DABCYL substrate fluorescence; 100% is mature enzyme control, 0% vehicle; activation, % at 7 µM;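 active means activation above the mean of all tested compounds plus 3 SD, computed per campaign excluding outliers beyond control limits, cut at about 13% in these data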
# TCR-CD3 inh – inhibitors of human TCR-CD3 interaction, primary screen, biochemical, fluorescence, TAMRA-labeled TCR probe; AID 651800, 2012; T-cell receptor (TCR); 360,000 compounds, 0.37% hits; inhibition, % at 9.4 µM; in the data active means inhibition above about 19%;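 further: recombinant mutant TCR 2C K166C tagged with TAMRA read by polarization; 0% = receptor in buffer alone and 100% = receptor with positive control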
# TDP2 inh – human TDP2 enzyme inhibitors, primary screen, biochemical, epi absorbance, recombinant enzyme; Tyrosyl-DNA phosphodiesterase 2 (Homo sapiens), O95551; T5PNP hydrolysis, p-nitrophenol absorbance 415 nm; inhibition, % at 12.8 µM; 370,000 compounds, 0.34% hits;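 active means inhibition above the mean of all tested compounds plus 3 SD, set per campaign, cut at about 25% in these data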;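 further: 0% = DMSO with enzyme and 100% = buffer with substrate but no TDP2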
#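 Assay system: Recombinant human TDP2 | Quantity: 120 nM TDP2 per well | Incubation: 2 h at 37 °C | Signal: Epi absorbance | Evaluation: Percent inhibition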
# * = called active by the depositor; x = not tested or not shown.
# Fields – DDE Tn6 FP inh	LEDGF integ inh	PRMT1 inh	SIAE inh	DDE Tn7 FP inh	MBD2 inh	UHRF1 MBD2 ctr	KLK7 zymogen act	TCR-CD3 inh	TDP2 inh
Cc1noc(C)c1COc1cccc(C(=O)NCCc2c[nH]c3ccccc23)c1
→ 2	5	-5	0	-1	2	0	0.4	8	-6
Oc1ccccc1C=NCCN=Cc1ccccc1O
→ 6	-1	4	4	0	1	2	-0.5	-9	9
O=C(C1CCCO1)N1CCN(C(=S)Nc2ccccc2Cl)CC1 (stereo not drawn)
→ 3	1	-3	2	5	-2	0	0.1	1	6
O=C(CSc1ccc2nnc(-c3cccnc3)n2n1)Nc1ccc(F)cc1
→ -3	3	-3	12	1	-2	0	-0.2	3	-1
Cc1c(C(=O)O)oc2c3c(ccc12)OCCO3
→ 0	1	-1	3	2	2	0	0.4	1	9
CC(=O)c1ccc(S(=O)(=O)NCc2ccc(C(=O)N(C)CC(=O)Nc3cccc(F)c3)cc2)cc1
→ -2	-9	1	-9	7	4	4	0.2	-9	-13
Nc1ccc(C(=O)NC23CC4CC(CC(C4)C2)C3)cc1
→ -4	1	4	0	-2	6	3	-0.4	-3	-1
COc1ccc(NS(=O)(=O)c2cc(N)ccc2N2CCCCC2)cc1
→ -3	4	-1	9	6	4	-2	-0.1	3	4
Cc1ccc(Nc2c(O)nc[nH]c2=O)cc1C
→ 5	1	0	9	-2	-1	-5	0.2	1	5
O=[N+]([O-])c1ccc2c(c1Nc1ccccc1)=NC1(CCCCC1)N=2
→ -1	-1	2	3	-6	-12	-7	0.1	7	-4
Cc1ccc(C(NC(=O)C(C)C)c2cc([N+](=O)[O-])c3cccnc3c2O)cc1 (stereo not drawn)
→ 6	-9	6	3	1	-4	-8	-0.4	-4	0
O=c1[nH]c(=S)[nH]c2c1[C@H](C1CC1)O[C@H](CCc1ccccc1)C2
→ 2	1	3	1	-1	5	0	-0.7	-5	-6
CCOC(=O)c1ccc2nc(NC(=O)c3cccs3)sc2c1
→ 1	-4	-1	-14	6	3	1	-0.4	-2	-1
COc1ccc2c(c1)c1nnc(SC)nc1n2C
→ 3	-2	1	0	7	1	-3	0.3	2	11
N/C(=N\OC(=O)c1cc(Cl)ccc1Cl)c1cccnc1
→ -1	-1	1	-4	-2	0	3	-0.3	-5	-10
C=CCC1NS(=O)(=O)OCC1C(C)C (stereo not drawn)
→ 5	0	1	0	-5	2	2	0.6	7	9
Cc1ccccc1Cn1ccc(-c2ccc(Cl)cc2)c(C#N)c1=O
→ -1	2	-1	-2	-3	-3	-1	-0.1	1	-23
CCCCn1c(C23CC4CC(CC(C4)C2)C3)n[nH]c1=S
→ -7	4	13	1	3	9	3	0.3	-3	-16
CCCCCn1c(CN2CCN(c3cccc(Cl)c3)CC2)nc2c1c(=O)n(C)c(=O)n2C
→ 5	-2	0	-3	6	0	1	-0.1	0	-9
COc1ccc(-c2nn(-c3ccccc3)cc2C(=O)N(C)CC(=O)Nc2ccc(N3CCOCC3)cc2)cc1
→ 7	0	3	3	-7	-6	0	0.3	4	4
CC1CN(C(=O)C2CCCCC2)C(C)CN1C(=O)C1CCCCC1 (stereo not drawn)
→ -3	-3	2	3	-2	4	1	0.1	5	0
CCOc1ccc(N2CC(C(=O)Nc3ccccc3N3CCCC3)CC2=O)cc1 (stereo not drawn)
→ -9	2	-1	8	2	-3	0	0.2	2	-13
C/C(=N\NC(=O)CCC(=O)Nc1ccc(C)c(C)c1)C1CC1
→ 0	1	0	-3	2	1	-4	-0.2	-1	14
C=C1C(C(=O)N2CCN(C)CC2)C1C(=O)N1CCN(C)CC1 (stereo not drawn)
→ 3	7	-1	-3	-3	-2	0	-0.8	-14	-9
CC1(C(=O)NS(=O)(=O)Cc2cccc(Cl)c2)CCN1C(=O)C1(c2ccc(Cl)cc2)CCC1 (stereo not drawn)
→ -1	-2	3	2	7	1	2	-0.7	2	11
CCC[C@H]1[C@@H](OC(=O)NCc2ccccc2)CC[C@@]23CCCN2C(=O)CCC[C@@H]13
→ -2	-3	7	9	2	8	-3	x	x	6
S=C(NCC1CCCO1)Nc1ccc(Cl)c(Cl)c1 (stereo not drawn)
→ 4	-4	-1	1	2	-2	3	-0.2	4	-4
CC(=O)Nc1ccc(N2C(=O)CCC2=O)cc1C
→ 5	2	0	-5	1	1	3	-0.7	-4	-8
COc1ccc(C(c2nnnn2C2CCCC2)N2CCC(C)CC2)c(OC)c1 (stereo not drawn)
→ -6	-4	-1	3	-1	-3	-1	0.1	-3	-8
CCN(C(=O)CSc1nnc(C)n1Cc1ccccc1)C1CCS(=O)(=O)C1 (stereo not drawn)
→ 6	-1	-2	-1	8	-3	-1	0.0	5	1
COc1ccccc1NC(=O)C(C)OC(=O)CC1CCCCC1 (stereo not drawn)
→ -5	0	-4	3	2	-5	-2	-0.8	5	-4
O=C(NC1CCCC1)C(c1ccccc1F)N(C(=O)c1csnn1)C1CC1 (stereo not drawn)
→ 2	-1	2	-2	1	2	3	-0.6	2	1
Cc1ccc(C)c(OC(=O)c2cccnc2Cl)c1C
→ 5	-4	1	-6	5	-1	-1	0.1	10	4
COc1cccc(C(=O)Oc2ccc(/C=N/NC(=O)c3ccncc3)cc2OC)c1
→ -2	-1	3	-17	-10	7	1	-0.7	-11	-3
Cc1noc(NS(=O)(=O)c2ccc(NC(=O)CSc3n[nH]c(-c4ccccc4)n3)cc2)c1C
→ -8	-6	6	-1	0	7	3	0.5	-2	-12
CCCN(CC1CC1)c1cc2c(c3c1ccn3C)C1CCC2O1 (stereo not drawn)
→ 1	-1	0	1	4	-4	-2	-1.3	0	-8
Cc1ccc(C)c(N2CCN(C(c3ccc(N(C)C)cc3)c3nnnn3C(C)(C)C)CC2)c1 (stereo not drawn)
→ -3	0	-2	3	2	0	-2	-0.1	1	-2
O=C1/C(=C/c2ccc(O)cc2)COc2ccccc21
→ -2	-1	0	0	2	0	-3	1.5	2	20
OCCN(CCO)c1cc2c3ccccc3ccc2c2ccccc12
→ -13	1	0	0	-8	-3	1	-18	-2	8
COc1ccccc1-c1c(C(F)(F)F)oc2cc(OS(C)(=O)=O)ccc2c1=O
→ -2	1	-1	2	-2	3	1	0.3	-3	-4

# An excerpt from further up, for reference:
# Fields – DDE Tn6 FP inh	LEDGF integ inh	PRMT1 inh	SIAE inh	DDE Tn7 FP inh	MBD2 inh	UHRF1 MBD2 ctr	KLK7 zymogen act	TCR-CD3 inh	TDP2 inh
O=C1/C(=C/c2ccc(O)cc2)COc2ccccc21
→ -2	-1	0	0	2	0	-3	1.5	2	20
OCCN(CCO)c1cc2c3ccccc3ccc2c2ccccc12
→ -13	1	0	0	-8	-3	1	-18	-2	8
COc1ccccc1-c1c(C(F)(F)F)oc2cc(OS(C)(=O)=O)ccc2c1=O
→ -2	1	-1	2	-2	3	1	0.3	-3	-4

# Going on with the list.
# Fields – DDE Tn6 FP inh	LEDGF integ inh	PRMT1 inh	SIAE inh	DDE Tn7 FP inh	MBD2 inh	UHRF1 MBD2 ctr	KLK7 zymogen act	TCR-CD3 inh	TDP2 inh
C=CCSc1nnc(CNS(=O)(=O)c2ccc(C)cc2)n1C
→ -4	1	-2	-10	-1	-2	-4	0.5	-2	20
CC1=NN(C(=O)c2ccco2)C(O)(c2ccccc2)C1 (stereo not drawn)
→ -6	4	2	4	2	2	7	0.2	-4	1
Nc1ncnc2c1ncn2[C@@H]1O[C@H](C(=O)NS(=O)(=O)c2ccccc2[N+](=O)[O-])[C@@H](O)[C@H]1O
→ 2	-4	6	2	4	11	3	-0.3	-6	7
Cc1ccn(C(CC(=O)c2ccc(Br)cc2)C(=O)O)n1 (stereo not drawn)
→ 7	-3	24*	1	3	2	3	0.3	-8	-8
CCN(CC)C(=O)[C@H]1C[C@H](CC(=O)NCCCOC)C(=O)N2CCc3c([nH]c4cc(-c5ccco5)ccc34)[C@]12C
→ -3	-2	1	4	3	-3	-3	164*	1	4
Cc1cc(=O)n2[nH]c(C(=O)O)nc2n1
→ 10	-1	0	-1	-5	-4	-1	-0.2	2	5
C#CCOC(=O)Nc1ccc(OCC(F)(F)F)nc1
→ 1	-1	-2	1	-3	-1	1	-0.1	0	11
Clc1ccc(-c2nc3c4ccccc4ccn3c2Cc2ccsc2)cc1
→ 1	3	-1	-2	2	5	12	-5.3	0	5
COC(=O)[C@@]12CCCN1[C@H](c1ccc(-c3ccccc3)cc1)[C@@H]1C(=O)N(C)C(=O)[C@@H]12
→ 6	4	0	-5	-2	2	1	0.5	3	-11
CCOC(=O)C1=C(C)NC(C)=C(C(=O)OCC)C1C(=O)OCC(=O)NC(C)c1ccccc1 (stereo not drawn)
→ 3	0	-1	-1	8	1	-2	3.0	3	11
CSCCC(C(=O)NC1CCCC1)n1c(C2CCCC2)nc2ccccc21 (stereo not drawn)
→ 11	6	-1	-10	-2	-2	1	0.2	2	-19
C#CCN1C=CC(=O)[C@@H](OC(=O)Nc2ccc(OC)cc2)[C@H]1c1ccccc1Br
→ 3	2	0	1	-5	-4	0	-0.2	2	4
Cc1cc(C)c(C#N)c(Nc2ccccc2C)n1
→ 11	1	-1	-8	1	-3	0	-0.5	0	-6
COc1ccc(NC(=O)c2cc3n(n2)C(C(F)(F)F)CC(c2ccco2)N3)cc1 (stereo not drawn)
→ 1	-1	-2	-7	4	-3	-1	0.3	2	-8
CCOC(=O)C1=C(C)n2c(s/c(=C/c3cccc([N+](=O)[O-])c3)c2=O)=NC1c1ccc(O)c(OC)c1 (stereo not drawn)
→ 1	-1	3	4	1	5	7	-0.3	0	5
C=CCNC(=O)c1cc(Cl)ccc1[N+](=O)[O-]
→ 3	-2	2	1	2	5	2	0.5	-4	-3
CCOc1ccc(S(=O)(=O)N2CCOCC2)cc1NC(=O)CCN1C(=O)NC2(CCCC2)C1=O
→ 5	-2	-1	2	3	-3	0	0.2	5	3
COc1ccc(N(CC(=O)N2CCOCC2)S(C)(=O)=O)cc1OC
→ 1	-2	1	7	2	2	0	0.6	8	2
COc1ccccc1NC(=O)c1cc2c(=O)n(C)c3ccccc3c2n1C
→ 1	3	-3	-15	0	-1	-1	-14	3	7

# This is a random part of the collection. About 4.6% of those tested had a hit in this group.
